AMA1 RON2 block – inhibitors of Plasmodium falciparum AMA1-RON2 interaction; AlphaScreen AMA1-biotinylated RON2 peptide binding; Potency, µM (doses to about 58.2 µM), for the others: at the top dose activity change, negative = inhibition, actives largely listed as inhibitors; 360,000 tested, 0.2% active; AID 720542;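 also: potency is read from the fitted curve at half-maximal effect; 0% = vehicle wells and -100% = peptide control; nearly all actives have a fitted effect of over 45% in size; some results filed as inactive show a strong effect at the top dose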
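AMA1 (3D7) with his tag at 25 nM final met compounds first, then biotinylated RON2 peptide at 25 nM; detection used donor plus acceptor beads, 10 µg/mL apiece, read by AlphaScreen after 30 min at room temperature.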
HCV inh – HCV inhibition. Huh7.5.1 HCVcc-Cre infection, luciferase reporter, 44 h. Potency, µM (top dose mostly 41.8 µM), without a hit: at the highest dose activity change, negative = inhibition, actives largely listed as inhibitors. 340,000 tested, 3.4% active. AID 651820; also: potency is read from the fitted curve at half-maximal effect
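Cells seeded at 1,000/well and cultured 4 h, then compounds added followed by HCVcc-Cre virus (~0.5 moi). After 44 h further culture, luciferase substrate was added, plates held 15 min at room temperature, and luminescence read for 15 sec.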
AmpC inh detg – inhibitors of E. coli AmpC beta-lactamase with detergent; Potency, µM (titrated, usually from 114 µM), for inactives: at the top dose activity change, negative = inhibition, most hits filed as inhibitors; AID 485294; P00811; 370,000 tested, 0.041% active; AmpC hydrolysis of nitrocefin, absorbance 480 nm, 0.01% Triton;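 also: potency is read from the fitted curve at half-maximal effect; 0% = no-compound wells and -100% = no-enzyme wells; nearly all actives have a fitted effect of over 25% in size; some results filed as inactive show a strong effect at the top dose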
Target sequence (P00811 whole entry, looked up): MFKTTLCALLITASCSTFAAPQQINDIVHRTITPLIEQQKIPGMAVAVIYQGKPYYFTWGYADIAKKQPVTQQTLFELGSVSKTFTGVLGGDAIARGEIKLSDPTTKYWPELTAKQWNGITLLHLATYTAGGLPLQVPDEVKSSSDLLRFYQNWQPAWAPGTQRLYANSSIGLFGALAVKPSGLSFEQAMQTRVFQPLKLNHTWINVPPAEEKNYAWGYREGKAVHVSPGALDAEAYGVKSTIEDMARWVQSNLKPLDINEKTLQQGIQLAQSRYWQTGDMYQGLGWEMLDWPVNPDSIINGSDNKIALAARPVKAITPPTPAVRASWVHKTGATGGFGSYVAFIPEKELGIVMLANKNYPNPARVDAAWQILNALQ
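AmpC (5.3 nM in the dispensed reagent) in 20 mM phosphate pH 7.0 with 0.01% (detergent screen) or 0.0001% Triton X-100 was preincubated with compounds for 15 min at room temperature. Nitrocefin was then added from an 800 uM solution, and hydrolysis was followed at 480 nm.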
FBPA Giardia inh – blocks Giardia fructose-bisphosphate aldolase activity. A8B2U2. purified Giardia FBPA. Potency, µM (highest dose often 59.6 µM), inactives show at the highest dose activity, negative = inhibition, hits mostly inhibitors. 290,000 tested, 0.71% active. AID 2451; also: potency is read from the fitted curve at half-maximal effect; nearly all actives have a fitted effect of over 55% in size
Target sequence (A8B2U2 whole entry, looked up): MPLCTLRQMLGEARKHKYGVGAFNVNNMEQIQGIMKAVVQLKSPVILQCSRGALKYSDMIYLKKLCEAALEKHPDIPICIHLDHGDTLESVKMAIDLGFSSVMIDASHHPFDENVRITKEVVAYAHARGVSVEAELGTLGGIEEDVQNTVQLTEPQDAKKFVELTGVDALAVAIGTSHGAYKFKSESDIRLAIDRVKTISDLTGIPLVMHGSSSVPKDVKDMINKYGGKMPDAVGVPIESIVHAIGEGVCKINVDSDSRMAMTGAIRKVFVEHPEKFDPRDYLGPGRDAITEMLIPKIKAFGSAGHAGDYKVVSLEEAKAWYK
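Giardia FBPA (40 nM reagent) was preincubated 10 min at RT with compound (up to 57.5 uM final), then substrate plus GAPDH/TPI/NAD/arsenate coupling system with diaphorase/resazurin was added; resorufin fluorescence (525/598 nm) was read after 20 min.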
HCMV antiviral – human cytomegalovirus inhibition. HFF cells, HCMV-luciferase reporter, 72 h; hits give low values. activity change, negative = inhibition, % at 57.5 µM. 410,000 tested, 4.5% active; in the data active = activity change below about -60%; inconclusive = no clear call, values can overlap the other calls; inactive = above about -39%
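Compounds were evaluated in HFFs infected with an HCMV luciferase reporter virus (MOI 1 PFU/cell). Luciferase in lysates collected 72 h post infection served as the replication measure.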
Sm TGR inh – blocks Schistosoma mansoni thioredoxin glutathione reductase; Q962Y6; purified TGR, DTNB reduction, TNB absorbance 405 nm; Potency, µM (top dose mostly 114 µM), for the others: at the highest dose activity change, negative = inhibition, hits mostly inhibitors; 360,000 tested, 3% active; also: potency is read from the fitted curve at half-maximal effect; nearly all actives have a fitted effect of over 60% in size
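Kinetic colorimetric format: TGR-catalysed, NADPH-driven DTNB reduction monitored via TNB absorbance. Enzyme dispensed at 20 nM; compound exposure 15 min at room temperature before reaction start.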
The depositor's hits bear a star; ? = inconclusive; . = not tested or not shown; & = joins results of further samples; [ ] = another dose, or the depositor's remark. Unless noted, calls follow the shape of the dose curve; as a rule, active = well fitted curve in the direction sought with a large enough effect; inconclusive = small, poorly fitted or top-dose-only effect, or another doubt; inactive = no such curve, though single readings can be large; an effect the other way counts as inactive or inconclusive. Unless noted, % is scaled to controls: 0 for no effect and ±100 for the full control effect.

SMILES	AMA1 RON2 block	HCV inh	AmpC inh detg	FBPA Giardia inh	HCMV antiviral	Sm TGR inh
CN1C(=O)C2C[C@@]3(Br)c4ccccc4N(OOSc4ccccc4)[C@H]3N2C(=O)[C@@H]1Cc1ccccc1 (some centres undefined)	11%	-49%	.	.	-71*	.
CCN(CC)CCNC(=O)c1c(O)c2c([nH]c1=O)CCCC2	1%	8%	-16%	27%	-13	-2%
CC(C)NC(=O)Nc1cccc2c1O[C@H](CN(C)S(=O)(=O)c1ccccc1)[C@@H](C)CN([C@H](C)CO)C2=O	0%	17%	.	.	-21	.
Cc1nc(-c2nc(-c3c(C(=O)NNC(=O)Nc4ccccc4)noc3C)cs2)cs1	120%[activator]	-4%	1%	0%	-13	8%
COc1ccc(C)cc1N(CC(=O)N1CCC(C)CC1)S(=O)(=O)c1ccc(C)cc1	.	.	13%	.	-14	-4%
O=C(NC(c1ccccc1)c1ccccc1)C1CCCC1	9%	3%	-9%	2%	?	-5%
O=C(c1ccc(CSc2nc3ccncc3n2Cc2cccc(F)c2)cc1)N1CCCCCC1	.	.	10%	.	?	-7%
O=C(CSc1nnc(-c2cccnc2)o1)Nc1ccccn1	0%	29%	2%	-6%	-4	-19%
CN1/C(=C\C(=O)c2cccnc2)Sc2ccccc21	5%	?	7%	-28%	-1	-3%
Cc1cc2nc(-c3ccc4c(c3)CCC4)ccn2n1	83%[activator]	-5%	-6%	3%	?	0%
O=C(O)c1cc(-c2cccc([N+](=O)[O-])c2)nc2ccccc12	-1%	17%	0%	-11%	0	-1%
CC(=O)N1CCC2(CC1)CC(=O)c1cc(OCC(=O)NCc3ccc(C)cc3)ccc1O2	-5%	13%	-10%	3%	.	1%
COc1ccc(N(C(=O)c2snc(C(N)=O)c2N)C(C(=O)NCc2ccccc2)c2ccc(O)cc2)cc1OC (centres undefined)	1%	-30%	-2%	2%	-24	4%
Cc1cc(C(=O)NCc2ccc(F)cc2)n(-c2ccccc2)n1	-4%	0%	-2%	2%	-6	1%
COc1ccc(OCCCC(=O)Nc2nccs2)cc1	-3%	-13%	7%	1%	?	1%
CCOC(=O)N1CCN(S(=O)(=O)c2ccc(OC)c(OC)c2)CC1	-3%	-24%	1%	1%	-18	-7%
O=C(N/N=C/c1ccco1)C1CCCC1	33%[activator]	9%	-8%	.	.	-16%
Cc1ccc(Sc2c(C)nn(C(=O)C3CC3)c2C)cc1	3%	-7%	8%	1%	?	-4%
Cn1c(SCC(=O)c2ccccc2)nnc1C1COc2ccccc2O1 (centres undefined)	12%	2%	-11%	2%	-18	1%
O=C(NCCCc1ccccc1)C1CCN(c2nnc(-n3cccc3)s2)CC1	-4%	-27%	-10%	3%	39	0%
CCOC(=O)c1ccc(NC(=O)c2nc[nH]c2C(=O)N2CCC(C)CC2)cc1	68%[activator]	4%	-9%	-15%	-9	0%
COc1ccc(C2c3c(oc4ccccc4c3=O)C(=O)N2Cc2ccc3c(c2)OCO3)cc1 (centres undefined)	.	.	3%	.	-5	5%
CCOC(=O)C1(Cc2cccc(OC)c2)CCN(Cc2cnc(C)s2)CC1	-18%	-24%	2%	-16%	25	-22%
CC(=O)N1CCc2cc(Br)cc(S(=O)(=O)N3CCN(C(=O)c4ccco4)CC3)c21	-15%	-15%	-12%	-2%	-16	-1%
CCOC(=O)N(NC(=O)C(O)(CC(C)C)CC(C)C)c1ccccc1	-8%	5%	-5%	5%	-7	-2%

Next section.
SMILES	AMA1 RON2 block	HCV inh	AmpC inh detg	FBPA Giardia inh	HCMV antiviral	Sm TGR inh
CCCc1cc(=O)[nH]c(SCC(=O)c2[nH]c(C)c(C(=O)OCC)c2C)n1	-1%	11µM*	-10%	1%	45	-24%
COCc1cc(C)c2c(N)c(C#N)sc2n1	19%	-3%	?	-5%	1	0%
O=C(Cn1ncc2c3ccccc3n(Cc3ccccc3F)c2c1=O)NCCCN1CCCC1=O	12%	?	-4%	.	-15	-6%
CC(=O)Nc1ccc2nc3c(=O)n(C)c(=O)n(C)c3nc2c1C	.	.	15%	.	1	-3%
O=C(NCc1ccc(N2CCCC2=O)cc1)Nc1cccc2ccccc12	25%	-6%	-4%	4%	?	-1%
CCC(C(=O)NCCc1ccc(Cl)cc1)n1nc(C)c2c(C)n(-c3ccccc3)nc2c1=O (centres undefined)	.	.	3%	.	-24	0%
N=c1n(CCO)c2ccccc2n1CCOc1ccc(F)cc1	.	.	-1%	.	-5	-6%
O=C(Nc1ccccn1)C1CCN(c2ncnc3c2nc2n3CCCCC2)CC1	16%	?	-12%	6%	-84*	-8%
O=C(Cc1ccccc1)Nc1cccc(NC(=O)c2ccccc2)c1	0%	-8%	-5%	-2%	-37	2%
O=C1C=CN2CCCC2CC1 (centres undefined)	4%	-5%	.	.	-5	.
COc1cc(NC(=O)COc2cccc(C)c2C)ccc1NC(=O)c1ccco1	7%	?	-5%	-2%	29	5%
O=C(CSc1nnc(CNc2ccc(F)cc2)o1)N1CCN(C(=O)c2ccco2)CC1	7%	16%	?	3%	3	-25%
Cc1cc(C)n(/N=C/c2cccs2)c(=O)c1C#N	3%	10%	?	-2%	-76*	-4%
CCSc1nnc(NC(=O)Cn2cnc3ccccc3c2=O)s1	6%	9%	1%	5%	-29	-2%
O=C(CSc1nnc(C2CCCCC2)n1Cc1ccccc1)NCc1ccco1	16%	-6%	-12%	-14%	-34	?
COc1ccc(Br)cc1C1C(C(=O)Nc2ccc(C)cc2C)=C(C)Nc2ncnn21 (centres undefined)	.	.	2%	.	0	-3%
O=C(CN1CCOCC1)N1CCc2ccccc2C(c2ccccc2)C1 (centres undefined)	7%	0%	-3%	-12%	12	-29%
Cc1nc(CC(=O)Nc2nc(-c3ccccc3)cs2)cs1	-11%	?	-5%	-15%	-73*	-17%
CCc1ccc(Oc2nnnn2-c2ccc(C(N)=O)cc2)cc1	18%	-1%	2%	6%	?	5%
N/C(=N\c1nc(CSc2nnnn2-c2ccccc2)cc(=O)[nH]1)Nc1ccccc1	.	.	-8%	-24%	-16	.
O=S(=O)(c1cccc(NC(=S)N2CCN(c3cccc(Cl)c3)CC2)c1)C(F)F	37%[activator]	?	-12%	-15%	-40	-9%
CCCNC(=O)c1ccc2c(c1)N(Cc1cccc(C)c1)C(=O)c1ccccc1S2	.	.	-4%	.	-4	?
N#Cc1c(SCC(=O)O)nc(N2CCCCC2)c2c1CCCC2	-1%	-9%	2%	23%	-21	-13%
CC(C)C12CN(C(=O)c3ccccc3[N+](=O)[O-])CC(C(C)C)(CN(C(=O)c3ccccc3[N+](=O)[O-])C1)C2=O	7%	-2%	-9%	1%	-10	10%
O=C(NCC(=O)N(c1cccnc1)C(C(=O)NC1CCCC1)c1ccccc1F)c1ccco1 (centres undefined)	7%	-2%	-1%	.	.	5%

Entries of single compounds as entered above. Order of screens: AMA1 RON2 block	HCV inh	AmpC inh detg	FBPA Giardia inh	HCMV antiviral	Sm TGR inh
O=C(NCCCc1ccccc1)C1CCN(c2nnc(-n3cccc3)s2)CC1 as listed: -4%	-27%	-10%	3%	39	0%
CCCc1cc(=O)[nH]c(SCC(=O)c2[nH]c(C)c(C(=O)OCC)c2C)n1 as listed: -1%	11µM*	-10%	1%	45	-24%
CCC(C(=O)NCCc1ccc(Cl)cc1)n1nc(C)c2c(C)n(-c3ccccc3)nc2c1=O (centres undefined) as listed: .	.	3%	.	-24	0%
Cn1c(SCC(=O)c2ccccc2)nnc1C1COc2ccccc2O1 (centres undefined) as listed: 12%	2%	-11%	2%	-18	1%
N/C(=N\c1nc(CSc2nnnn2-c2ccccc2)cc(=O)[nH]1)Nc1ccccc1 as listed: .	.	-8%	-24%	-16	.

New compounds follow
SMILES	AMA1 RON2 block	HCV inh	AmpC inh detg	FBPA Giardia inh	HCMV antiviral	Sm TGR inh
Cc1ccc(C)c(CN2C(=O)c3ccccc3S(=O)(=O)c3ccc(C(=O)N4CCN(Cc5ccccc5)CC4)cc32)c1	.	.	-4%	.	23	-6%
CCOC(=O)C1[C@H]2C(=O)N(C(C)c3ccc(OC)cc3)C[C@]23C=C[C@H]1O3 (some centres undefined)	-4%	6%	?	9%	-33	-2%
COc1ccc(OCCCC(=O)OCC(=O)Nc2ccc(Cl)cn2)cc1	-1%	22%	0%	.	-16	-3%
CC(C)Nc1nnc(SCC(=O)c2c(N)n(Cc3ccccc3)c(=O)n(C)c2=O)s1	11%	-1%	-7%	9%	-34	1%
O=C1CN(Cc2ccccc2)C(=NCc2ccco2)S1	-7%	7%	-14%	-2%	8	5%
CC1CCN(C(=O)C(NS(=O)(=O)c2cccc3nsnc23)C(C)C)CC1 (centres undefined)	9%	1%	-4%	.	21	-1%
Cc1ccc(Cl)cc1N(C)C(=O)c1cn(C2CCCCC2)c(=O)c2c1c1ccccc1n2C	.	.	13%	.	-6	7%
COc1cccc(NC(=O)c2sc3nc(C)c(C(=O)Nc4ccc(C)cc4C)c(-c4sccc4C)c3c2N)c1	.	.	-1%	.	151	-1%
Cc1cc(OC(=O)c2cc(Cl)ccc2Cl)c([N+](=O)[O-])c(=O)[nH]1	-5%	-17%	-13%	-12%	?	-16%
CC(Sc1ccc(Cl)cc1)C(=O)NNC(=O)c1csc(N2CCOCC2)n1 (centres undefined)	70%[activator]	-2%	2%	.	-8	-20%
CC(C)(C)C1CCC(=NNC(=O)c2ccc(Br)o2)CC1 (centres undefined)	55%[activator]	23%	9%	1%	-25	-1%
Clc1cccc(-n2ncc3c(NCCCc4ccccc4)ncnc32)c1	.	.	-1%	.	-16	1%
COC(=O)c1c(C)[nH]c(C=Nc2ccc(OC)cc2)c1C	-13%	23%	0%	-19%	31	0%
CC(NC(=O)/C=C/c1cnc2ccccc2n1)C12CC3CC(CC(C3)C1)C2 (centres undefined)	-13%	-14%	-12%	-4%	?	-1%
O=C(NCc1ccccc1)c1ccc(NC(=O)C2CC2)cc1	12%	6%[8.37 µM]	.	.	-20	.
COc1ccc2c(c1)c1c(c(=O)n(-c3ccccc3C)c(=O)n1CC(=O)NCc1ccc(C)cc1)n2C	.	.	20%	.	?	4%
Cc1nn(C)c(C)c1NC(=O)CSc1nnc(C)n1-c1ccccc1	-4%	6%	?	6%	-14	2%
CCC(C)n1[nH]c(=O)cc1N (centres undefined)	11%	12%	?	-12%	3	?
COc1cc(C(=O)NNC(=S)NC(=O)c2ccccc2C)cc(OC)c1OC	23%	?	-15%	?	24	21%
COc1ccc(CC2C(=O)OC(C)(C)OC2=O)cc1	2%	9%	-8%	-7%	17	7%
COC(=O)c1ccc(C23CC4(C2)[C@H](CN(Cc2ccc(C(F)(F)F)cc2)[C@@H]4c2ccccc2)C3c2ccc(C(F)(F)F)cc2)cc1 (some centres undefined)	.	.	3%	4%&10%	.	-3%
Cc1ccc(C)c(C(=O)CSc2nnnn2C(C)C)c1	-4%	?	4%	-5%	86	4%
CC(=O)Nc1ccc(S(=O)(=O)NNC(=O)NC23CC4CC(CC(C4)C2)C3)cc1	0%	-1%	2%	.	-10	-8%
COc1ccccc1-c1cccc([C@@H]2C[C@H]3[C@H](CON3C)CN2C(C)=O)c1	8%	?	.	.	18	.
COc1cccc(C2=Nc3cccc4cccc(c34)N2)c1	-4%	?	3%	?	81	-20%

Bioassay records deposited in PubChem by National Center for Advancing Translational Sciences (NCATS).
